EP2 antag = inhibitors of human EP2 prostaglandin E2 receptor | P43116 | C6 glioma cells expressing human EP2, cAMP TR-FRET; cells stimulated with saturating PGE2 | inhibition, % at 25 µM | 260,000 tested, 0.52% active;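 active = percent inhibition above 40 after rounding to a whole number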;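 note: rat C6 glioma host cells with rolipram phosphodiesterase inhibitor present; the protocol text gives 20 µM as final concentration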
Target sequence (P43116 whole entry, looked up): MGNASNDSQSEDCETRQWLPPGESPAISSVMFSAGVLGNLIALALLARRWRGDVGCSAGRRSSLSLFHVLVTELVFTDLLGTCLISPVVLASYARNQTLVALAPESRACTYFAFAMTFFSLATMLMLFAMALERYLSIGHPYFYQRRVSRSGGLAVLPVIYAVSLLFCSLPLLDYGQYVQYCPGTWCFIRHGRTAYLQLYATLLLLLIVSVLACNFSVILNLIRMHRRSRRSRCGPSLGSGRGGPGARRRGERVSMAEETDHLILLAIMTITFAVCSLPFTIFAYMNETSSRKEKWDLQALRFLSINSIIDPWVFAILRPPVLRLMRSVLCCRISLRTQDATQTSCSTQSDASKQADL
L929 necroptosis = L929 zVAD cell death inhibition; L929 zVAD necroptosis rescue, ATP luminescence, 24 h; with zVAD 60 µM; viability rescue, % at 10 µM; 220,000 tested, 0.38% active; AID 1377;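 active = activation, scaled between plate controls, above about 75%, limit read from the data; inactive = activation under that limit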;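 note: 0% = zVAD with DMSO and 100% = DMSO alone without zVAD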
TNF necrop inh = inhibitors of TNF-alpha induced necroptosis in Jurkat FADD-/- cells; Jurkat FADD-/- TNF necroptosis rescue, ATP luminescence, 24 h; 0 = TNF only, 100 = no-TNF cells; 220,000 tested, 0.068% active; activation (protection from cell death), % at 10 µM;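 active = activation, meaning protection from cell death, of at least 50% relative to plate controls; inactive = activation below 50%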;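 note: necroptosis triggered by 40 ng/mL TNF-alpha added together with compound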
EP2 mod = modulators of human EP2 prostaglandin E2 receptor; P43116; induction, % at 25 µM; 260,000 tested, 0.83% active; EP2-expressing cells, cAMP HTRF FRET, PGE2 co-stimulation; AID 940;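 active = compounds whose cAMP rise, as percent of the full-agonist control response, exceeds 60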;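 note: rat C6 glioma line stably carrying human EP2 under a CMV promoter; the protocol text gives 20 µM as final concentration; 100% = response of wells given 1 µM PGE2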
PERK inhibitor = blocks human PERK kinase; CHO PERK-DD fusion, SEAP luminescence translation reporter; Q9NZJ5; 220,000 tested, 0.17% active; inhibition, % at 5.6 µM;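 active = inhibition above the mean inhibition of all tested compounds plus 3 SD, set separately per screening campaign, cut at about 2.9% in these data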;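 note: PERK kinase domain activated by AP20187 dimerizer at 100 nM; 0% = DMSO with dimerizer and 100% = rapamycin at 8.4 µM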
RBBP9 inhibitor = human RBBP9 hydrolase inhibition; inhibition, % at 7.94 µM; 220,000 tested, 0.2% active; O75884; recombinant RBBP9, FP-Rh probe fluorescence polarization;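 active = inhibition above the campaign mean of all tested compounds plus 3 SD, cut at about 14% in these data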;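 note: plate controls were DMSO wells with RBBP9 for no effect and wells lacking RBBP9 protein for full effect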
Target sequence (O75884 whole entry, looked up): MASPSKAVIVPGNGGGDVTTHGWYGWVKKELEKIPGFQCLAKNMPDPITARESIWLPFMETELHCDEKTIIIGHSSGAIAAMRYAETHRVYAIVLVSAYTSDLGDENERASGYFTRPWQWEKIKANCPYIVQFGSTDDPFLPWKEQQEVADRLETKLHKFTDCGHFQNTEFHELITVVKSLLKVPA
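System: RBBP9 protein / Buffer or medium: Tris/NaCl buffer pH 8.0 with 0.1% Pluronic / Probe or stimulus: Serine-hydrolase probe FP-Rh, 375 nM pre-mixing / Dosing: 7.94 µM single dose, 0.794% DMSO / Times: enzyme-compound preincubation 30 min, then probe labeling 45 min, 25 °C / Technique: fluorescence polarization (mP), excitation 525 nm, emission 598 nm / Replication: singlicate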
Hck-Nef inh = inhibitors of human Hck kinase activated by Nef; P08631; 220,000 tested, 0.68% active; Recombinant Hck-YEEI plus Nef, Z-Lyte FRET kinase assay; AID 463187; inhibition, % at 20 µM;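 active = Hck-Nef kinase inhibition above about 50%, limit read from the data; inactive = inhibition below that limit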;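 note: 0% = DMSO with Hck plus Nef and 100% = Hck alone without Nef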
Target sequence (P08631 whole entry, looked up): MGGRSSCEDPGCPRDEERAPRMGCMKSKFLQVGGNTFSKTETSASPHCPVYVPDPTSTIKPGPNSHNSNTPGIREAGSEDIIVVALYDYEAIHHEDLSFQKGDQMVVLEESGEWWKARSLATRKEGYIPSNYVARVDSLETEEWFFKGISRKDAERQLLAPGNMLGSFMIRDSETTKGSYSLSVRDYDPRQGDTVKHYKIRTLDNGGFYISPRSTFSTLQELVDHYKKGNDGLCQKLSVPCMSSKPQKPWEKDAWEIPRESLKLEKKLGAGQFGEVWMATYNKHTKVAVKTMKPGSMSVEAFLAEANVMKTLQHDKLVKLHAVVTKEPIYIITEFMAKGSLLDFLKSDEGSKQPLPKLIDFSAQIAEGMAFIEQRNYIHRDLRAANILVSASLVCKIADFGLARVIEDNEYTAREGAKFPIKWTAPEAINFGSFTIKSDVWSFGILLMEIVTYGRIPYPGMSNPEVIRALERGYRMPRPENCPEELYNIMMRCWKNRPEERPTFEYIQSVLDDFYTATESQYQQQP
Runt-SMMHC FRET = Runt domain-CBFb-SMMHC interaction inhibition; Q01196+Q13951; Cerulean-Runt/Venus-CBFb-SMMHC FRET ratio 530/480, 1 h; inhibition, % at 20 µM; 220,000 tested, 0.74% active;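 active = mean inhibition across duplicate retests at 20 µM reaching about 50%, limit read from the data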;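 note: 0% = DMSO wells and 100% = wells with excess untagged CBFb-SMMHC; inhibitors lower the FRET ratio by blocking Runt binding to CBFb-SMMHC; some results filed as inactive read as strong as hits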
Runt-CBFb FRET = blocks binding of human RUNX1 Runt domain to CBFb | Q01196+Q13951 | Cerulean-Runt/Venus-CBFb FRET ratio 530/480, 1 h | inhibition, % at 20 µM | 220,000 tested, 0.46% active | AID 1496;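 active = inhibition over about 50% at 20 µM in the single-dose screen, limit read from the data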;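 note: 0% = DMSO wells and 100% = excess unlabeled CBFb competitor control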
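Assay system: Cerulean-tagged RUNX1 Runt domain (FRET donor) fusion protein / Amount: 100 nM each of Venus-CBFb and Cerulean-Runt domain / Medium: Tris buffer pH 7.5 with salts and BSA / Also added: Venus-CBFb 100 nM / Schedule: 1 h complex formation plus 1 h compound treatment, room temperature / Signal: FRET fluorescence / Read-out: loss of energy transfer signal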
* marks the source's active call; other numbers are inactive results; . = not tested or not shown; & = joins results of further samples. Only part of the results is shown; rates above refer to the full screens.

SMILES | EP2 antag | L929 necroptosis | TNF necrop inh | EP2 mod | PERK inhibitor | RBBP9 inhibitor | Hck-Nef inh | Runt-SMMHC FRET | Runt-CBFb FRET
COC(=O)Cc1[nH]c(=O)[nH]c1C(=O)OC | 3 | 0.7 | 0.9 | 6 | 0.8 | -4 | 7 | -1 | 0
O=C(Nc1ccc2c(c1)CCC2)Nc1ccc2c(c1)OCO2 | 14 | 49 | -2.8 | 8 | 1.6 | -4 | 18 | -1 | 3
Cc1ccccc1NC(=O)CSc1nc(O)cc(=O)n1C | 5 | 0.1 | 1.1 | 7 | 1.3 | -4 | 23 | 3 | -2
CCN(CC)CCOC(=O)c1ccc(NC(=O)c2ccc(Cl)c(S(=O)(=O)N3CCCCCC3)c2)cc1 | 9 | 14 | -3.8 | -81 | 0.6 | -11 | 25 | -1 | -5
COC(=O)Cn1cnc2c(C#N)c3n(c2c1=O)CCCC3 | 1 | 0.0 | 1.3 | 3 | -0.5 | -3 | 0 | 0 | 0
O=C(CN1CCCC1)Nc1nnc(-c2cccs2)s1 | 3 | 1.0 | 1.8 | 17 | 0.7 | -13 | 7 | -8 | 0
CCOC(=O)C1(CCOC)CCN(Cc2cnc(-c3cccc(C)c3)nc2)CC1 | 6 | -0.7 | -0.3 | -36 | -0.1 | -5 | -7 | 0 | 44
COc1ccc(C(=O)NNS(=O)(=O)c2ccc(C)cc2)cc1 | 9 | 1.0 | 2.3 | -3 | 0.1 | -6 | 3 | 0 | 1
CC12CCC(C(=O)Nc3ccccc3Cl)([C@H](Br)C1=O)C2(C)C (stereo not given in full) | 8 | -0.4 | -0.3 | -31 | 0.6 | -10 | 18 | 3 | -1
CC(=O)N(CN1C(=O)CCC1=O)c1cccc(Cl)c1 | 9 | 0.7 | 3.1 | 12 | 0.9 | -5 | -1 | -6 | -1
Cc1cccc(Cl)c1NC(=O)N1CCCN(c2ncccc2[N+](=O)[O-])CC1 | 9 | 1.3 | 1.8 | 1 | 1.1 | -8 | -9 | -1 | 1
COc1ccc(NC(=S)N2C3CCC2CC(NC(=O)NC24CC5CC(CC(C5)C2)C4)C3)c(OC)c1 (stereo not given) | 0 | -0.3 | -3.7 | 0 | 0.1 | -6 | 1 | 2 | -1
O=c1c(CN2CCN(c3cccc(Cl)c3)CC2)coc2c(Cl)cc(Cl)cc12 | . | 0.1 | -0.9 | 24 | -0.1 | -2 | 1 | -18 | .
C#CCSc1nnc(-c2sc3ccccc3c2Cl)o1 | . | -0.3 | -2.3 | 40 | -0.5 | -5 | -1 | 4 | 4
Cc1cc(Nc2nc3ccccc3nc2Cl)n(-c2ccccc2)n1 | 6 | 0.6 | -9.1 | 21 | -1.8 | -6 | 1 | -2 | 1
Cn1cc(CN2CCCC(CO)(Cc3ccccc3)C2)c2ccccc21 (stereo not given) | -1 | -0.6 | 3.2 | -35 | 1.4 | -4 | 16 | 0 | 1
O=C(COc1ccccc1[N+](=O)[O-])NC1CC1 | 8 | 1.5 | -1.3 | 17 | -0.2 | -5 | 0 | 2 | 0
NC(N)=NS(=O)(=O)c1ccc(N)cc1 | 17&14 | 61 | 0.8 | 27&11 | 0.7 | -4 | 1 | 2 | 1
CCC(=O)Nc1ccc2ccccc2c1 | 6 | 0.5 | 1.3 | -31 | 1.1 | -7 | 1 | 4 | -1
CN(C)c1ccc(CNn2cnnc2SCC(=O)NC(C)(C)C)cc1 | 5 | 28 | 0.6 | -9 | 0.7 | 2 | 20 | 1 | 5
Cc1ccc(-c2ccccc2)n1-c1cccc(C(=O)O)c1 | 10 | 0.3 | -0.3 | -28 | -0.7 | -1 | 5 | 0 | 3
COc1ccc(S(=O)(=O)N2CCOCC2)cc1Br | 3 | 4.2 | 0.7 | -3 | -0.7 | -9 | -20 | -1 | 0
O=C(Oc1ccc2c3c(c(=O)oc2c1)CCCC3)c1ccco1 | 12 | -0.3 | -3.8 | 13 | -0.5 | -2 | 32 | 166* | 130*
COc1ccccc1C(=O)Nc1ccc(N2CCN(C(C)=O)CC2)cc1 | 11&3 | 25 | -0.6 | 18&0 | 0.8 | -4 | 21 | -1 | -1
COc1ccc(CC(NC(C)=O)C(=O)NC2CCN(C(=O)Nc3ccc(C#N)cc3)CC2)cc1OC (stereo not given) | 7 | 0.7 | -1.3 | 6 | -1.1 | -6 | 0 | 1 | -2
CC(=O)N1CCC(N(CCN2CCOCC2)C(=S)Nc2cc(C)cc(C)c2)CC1 | 1 | -0.1 | 0.6 | 18 | 1.1 | 0 | -2 | -1 | 2
CN1CCN(C(=O)C2(NC(=O)Nc3cccc(F)c3)CCCCC2)CC1 | 8&8 | -1.0 | -1.3 | 17&-1 | 0.8 | -4 | 3 | 1 | -1
COc1cccc2c1c(NC(=O)Nc1ccc(F)cc1F)nn2C | 9 | 0.3 | 2.8 | 45 | -1.1 | -7 | 27 | -1 | -2
CN(C)C(=O)NC(NC(=S)Nc1ccccc1)C(Cl)(Cl)Cl (stereo not given) | 5 | 1.0 | 2.0 | 3 | 0.9 | 6 | 31 | -1 | 3
CC(=O)c1ccc(N2C(=O)C3C(C2=O)C(C(=O)c2ccc(Cl)cc2)N2CCCC32)cc1 (stereo not given) | 14 | -0.3 | -9.9 | -6 | -1.2 | -4 | 1 | -34 | -1
CCC(c1nnnn1Cc1ccc2c(c1)OCO2)N1CCN(c2ccc(OC)cc2)CC1 (stereo not given) | 17 | 0.1 | -3.9 | -20 | -1.3 | -4 | 1 | -5 | -2
C=CCn1c(SCc2cc(=O)n3cc(C)ccc3n2)nnc1-c1cccc(C)c1 | 3 | -0.5 | 1.1 | -16 | -1.2 | -6 | -1 | -1 | -1
CCOc1ccccc1N1CN(C2CCCCC2)CNC1=S | 10 | -0.8 | -2.0 | 11 | 0.9 | -1 | 16 | 3 | 1
Cc1ccc(S(=O)(=O)NC2=NCN(Cc3cccnc3)CN2)cc1 | 6 | 0.9 | -0.4 | -9 | 0.4 | -2 | 0 | 1 | 0
Cc1cc(C)c(NC(=O)CSc2nnc(-c3ccncc3)n2Cc2ccco2)c(Cl)c1 | 2 | 0.6 | -0.5 | 19 | 0.1 | -6 | 1 | 14 | 24
COCCNC(=O)c1cc(Sc2nnc(C)s2)nc2ccccc12 | 8 | 75* | 4.0 | -19 | -1.1 | -10 | 12 | 1 | 4
Cc1cc(=O)oc2cc(OCC(=O)OCC(=O)NCc3ccc4c(c3)OCO4)ccc12 | 12 | 0.5 | -0.6 | 14 | 1.2 | -1 | 2 | -3 | -2
CCn1nc(C(=O)NCc2ccco2)c(Cl)c1Cl | 4 | 0.2 | -0.7 | 14 | -0.2 | -5 | -39 | 5 | 0
O=C(CN1C(=O)CSc2ncccc21)NCCN1CCOCC1 | 14 | 0.3 | 0.8 | 5 | 0.9 | -2 | 1 | -2 | -6
CCn1nc(C(=O)NCCc2ccc(S(N)(=O)=O)cc2)c2ccccc2c1=O | 13 | 1.1 | 1.9 | 5 | 0.3 | 6 | -3 | 0 | -2
N#C/C(=C\c1cn(CCOc2ccccc2)c2ccccc12)C(=O)NCC1CCCO1 (stereo not given) | 7 | 0.1 | -4.7 | 17 | -1.6 | -22 | 1 | -6 | -8
CCNC(=O)C1=C(O)c2sccc2N(C)S1(=O)=O | 6 | 1.4 | -0.3 | 28 | 0.2 | 3 | 25 | 65* | 45
COc1cc(CNn2nnnc2N)ccc1OCC(=O)NC(C)(C)C | 10 | -0.8 | 0.6 | 8 | -0.5 | -4 | 1 | 1 | 1
Cc1ccnc(N2CCC(C(=O)NCc3ccc(F)cc3)CC2)n1 | 7&7 | 3.0 | 2.3 | -14&7 | 0.8 | -5 | 17 | -2 | 1
CC(=O)N1C(C)(C)CC(=NOS(=O)(=O)c2ccccc2)CC1(C)C | 9 | 2.8 | 0.5 | 24 | 1.3 | -3 | 0 | 0 | 0
CCOCCCNC(=O)Cc1c(C(=O)O)[nH]c2ccc(Cl)cc12 | 7 | -0.3 | 1.1 | 21 | 0.1 | -4 | 13 | 3 | .
O=C(C[n+]1ccccc1)Nc1nc2ccccc2s1 | 8 | -0.3 | 2.0 | 16 | 0.6 | -5 | 4 | -6 | 1
CC(=O)Nc1ccc(S(=O)(=O)Nc2ccc(N3CCOCC3)cc2)cc1 | 9 | 1.4 | 0.6 | -3 | 1.1 | -4 | 0 | 5 | 3
CCOCCCN1C(=O)CN(C2CCCCC2)C(=O)C1c1ccc(OC)c(OC)c1 (stereo not given) | 9 | -0.3 | -2.5 | 0 | -0.6 | -4 | 1 | -1 | 1
Cc1ccc(C(C(=O)Nc2ccc3c(c2)OCO3)N(C)C(=O)/C=C\c2ccc3c(c2)OCO3)cc1 (stereo not given) | 5 | 0.3 | 1.0 | 34 | -1.5 | -10 | 2 | 2 | 1
CCCCC(=O)Nc1nnc(C2=COCCO2)o1 | 11 | 14 | 0.5 | 11 | 1.8 | 0 | 18 | 4 | -1
Cc1nn(-c2nc3ccccc3s2)c(C)c1Oc1ccccc1O | 25 | -1.2 | 0.8 | -18 | 0.1 | -18 | 5 | 2 | 0
Cc1ccc(NS(=O)(=O)c2ccc(C(=O)N3CCN(c4ncccn4)CC3)cc2)cc1 | 4 | 0.1 | -2.0 | -22 | 0.6 | 2 | 22 | -5 | -3
Cc1ccc(NC(=O)NCC2CCN(Cc3cccc(Cl)c3)CC2)c(Cl)c1 | 4 | 1.6 | 4.7 | -9 | -0.1 | -7 | -13 | 0 | 0
CC(C)(C)c1ccc(C(=O)Nc2cccc3c(=O)[nH][nH]c(=O)c23)cc1 | 11 | 0.3 | 0.3 | -3 | -0.1 | 1 | -4 | 78 | 4
COC(=O)c1cccc(NC(=O)/C=C/c2ccc3c(c2)OCO3)c1 | 17 | 3.0 | 2.3 | -44 | -0.5 | -10 | 8 | -2 | -1
Cc1cccc(Cn2c(N(C)Cc3ccccc3)nc3c2c(=O)[nH]c(=O)n3C)c1 | 10 | -0.9 | -0.5 | 57 | -0.1 | -8 | 2 | 1 | -4
Cn1cnnc1SCC(=O)Nc1ccc(F)cc1F | 6 | 0.6 | 0.1 | -21 | 0.8 | -5 | -3 | -1 | 4
CSc1ccccc1NC(=O)COC(=O)c1ccccc1Cc1ccccc1 | 12 | 0.8 | 1.7 | 48 | 0.4 | -8 | 6 | -6 | -2
O=C(Nc1cccc(-c2csc(Nc3ccc(Cl)cc3)n2)c1)c1cc([N+](=O)[O-])cc(C(F)(F)F)c1 | 10 | 4.9 | -0.6 | 6 | . | . | 22 | 2 | 1
COC(=O)c1ccc(Oc2nc(N3CCCCC3)nc(N3CCOCC3)n2)cc1 | 7 | 0.8 | 1.2 | 47 | 0.9 | -4 | 0 | 0 | -2

High-throughput results deposited in PubChem BioAssay by several laboratories.
